# KDM5B inh: blocks human KDM5B histone demethylase activity; KDM5B demethylase, FDH-coupled NADH fluorescence (FDH is formaldehyde dehydrogenase); AID 1347165; actives 2.6% (n = 220,000); Potency, µM (doses to about 57.7 µM), inactives show at the top dose activity change, negative = inhibition, actives largely listed as inhibitors; Q9UGL1; active means well fitted inhibition curve with a large enough effect; inconclusive means small, poorly fitted or top-dose-only effect; inactive means no such curve, though single readings can be large or run the other way; further: 0% is about no effect; nearly all actives have a fitted effect of over 70% in size
# Target sequence (Q9UGL1 whole entry, looked up): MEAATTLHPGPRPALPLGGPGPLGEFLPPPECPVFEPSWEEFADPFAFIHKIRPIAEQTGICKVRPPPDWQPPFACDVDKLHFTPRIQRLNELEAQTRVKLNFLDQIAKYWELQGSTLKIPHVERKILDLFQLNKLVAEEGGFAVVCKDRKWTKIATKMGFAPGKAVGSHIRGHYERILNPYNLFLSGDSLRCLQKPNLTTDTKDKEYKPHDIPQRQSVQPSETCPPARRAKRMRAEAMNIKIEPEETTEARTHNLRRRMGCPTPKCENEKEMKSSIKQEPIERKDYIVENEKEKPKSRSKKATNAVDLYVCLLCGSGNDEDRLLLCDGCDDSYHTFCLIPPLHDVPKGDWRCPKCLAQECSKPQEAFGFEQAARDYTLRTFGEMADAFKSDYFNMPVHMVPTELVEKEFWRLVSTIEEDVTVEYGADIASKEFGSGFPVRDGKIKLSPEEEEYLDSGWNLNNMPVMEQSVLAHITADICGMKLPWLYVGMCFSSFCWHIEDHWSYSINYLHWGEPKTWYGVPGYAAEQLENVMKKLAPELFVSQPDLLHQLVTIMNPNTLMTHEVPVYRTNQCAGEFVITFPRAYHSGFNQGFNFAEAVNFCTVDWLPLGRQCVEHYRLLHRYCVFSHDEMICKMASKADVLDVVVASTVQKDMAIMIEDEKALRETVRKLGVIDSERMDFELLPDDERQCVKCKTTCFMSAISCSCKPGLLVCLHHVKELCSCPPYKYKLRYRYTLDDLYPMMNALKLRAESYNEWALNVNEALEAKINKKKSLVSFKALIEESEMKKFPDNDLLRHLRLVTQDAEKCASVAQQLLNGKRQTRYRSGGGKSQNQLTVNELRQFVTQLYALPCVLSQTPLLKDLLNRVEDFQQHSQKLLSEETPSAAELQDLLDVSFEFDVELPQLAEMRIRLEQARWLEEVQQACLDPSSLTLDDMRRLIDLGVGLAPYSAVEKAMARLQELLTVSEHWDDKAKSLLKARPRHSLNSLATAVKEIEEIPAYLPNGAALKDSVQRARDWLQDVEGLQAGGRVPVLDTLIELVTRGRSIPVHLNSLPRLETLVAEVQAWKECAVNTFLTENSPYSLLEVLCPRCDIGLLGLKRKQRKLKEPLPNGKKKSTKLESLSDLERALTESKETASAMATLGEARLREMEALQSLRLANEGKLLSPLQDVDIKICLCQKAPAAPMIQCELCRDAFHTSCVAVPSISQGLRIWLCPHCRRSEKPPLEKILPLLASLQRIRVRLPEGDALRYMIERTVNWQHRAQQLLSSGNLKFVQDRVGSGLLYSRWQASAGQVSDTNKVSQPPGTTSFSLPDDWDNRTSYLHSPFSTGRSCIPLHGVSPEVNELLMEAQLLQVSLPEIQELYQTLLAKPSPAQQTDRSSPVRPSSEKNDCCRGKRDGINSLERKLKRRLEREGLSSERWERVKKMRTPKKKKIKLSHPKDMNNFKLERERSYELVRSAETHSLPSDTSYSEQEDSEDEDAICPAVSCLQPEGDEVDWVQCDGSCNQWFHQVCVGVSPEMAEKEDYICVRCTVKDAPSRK
#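 qHTS format, multiple compound concentrations. Buffer 50 mM HEPES pH 7.5/0.01% Tween-20; 200 nM KDM5BΔAP final; 10 min compound preincubation; substrate-mix levels 12.5 µM peptide, 25 µM α-KG, 0.25 mM NAD⁺; 30 min RT; ΔRFU.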
# The depositor's hits bear a star; i = inactive; ? = inconclusive; & = joins results of further samples; [ ] = dose if it differs, or a comment. Potency means the concentration at half of the fitted maximal effect. This is a subset; count on the stated rates, not on these rows.
cpd	mol	KDM5B inh
1	CC1=C(O[Si](C)(C)C)CC2C(=O)OC(=O)C2C1c1ccccc1 (configuration not stated)	-9%
2	CCC(CC)C(=O)NC1CCN(c2cnn(CCOC)c(=O)c2)CC1	-16%
3	CCC(OC(=O)c1nn(CC)c(=O)c2ccccc12)C(=O)Nc1cc(C)on1 (configuration not stated)	8%
4	COc1ccc(NC(=O)CSc2nc3ccccc3n2CC(=O)N(C)c2ccc(F)cc2)cc1	-14%
5	NC(=S)NCc1ccc(F)cc1	27%
6	COc1ccc(-c2noc(CC3CCN(C(=O)C4CCN(C(=O)c5ccccc5)CC4)CC3)n2)cc1	-8%
7	CC(C)(C)C(=O)Nc1cccc(NC(=O)C2CCCC2)c1	21%
8	Cc1ccc(NC(=O)CSc2ncc3c(n2)-c2ccccc2N(Cc2cccc(F)c2)S3(=O)=O)cc1F	-38%
9	C=CCNC(=O)C[C@@H]1CCN(C(=O)Nc2cccc(C(F)(F)F)c2)C[C@@H]1CC	9%[86.2 µM]
10	O=C(CCc1ncc(-c2ccc(F)cc2F)o1)N1CCN(C(=O)C2CC2)CC1	8%
11	Cc1ccc(CN2C(=O)NC3(CCN(C(=O)c4ccc[nH]c4=O)CC3)C2=O)cc1	-15%
12	CCOC(=O)c1c(C)[nH]c(C)c1S(=O)(=O)N1CCCC(C(=O)Nc2ncccc2C)C1 (configuration not stated)	25%
13	Cc1ccc(NC(=O)c2sc3nc(-c4ccc(C)cc4)ccc3c2N)cc1	?
14	COc1cccc(NC(=O)N[C@H]2[C@H](O)[C@@H](N3CCC(C(N)=O)CC3)[C@@H]3OC[C@H]2O3)c1	21%[86.2 µM]
15	Cc1cccc(-c2[nH]ncc2CN)c1	-7%

# Some values from the list:
# KDM5B inh with entry 15 → -7%
# KDM5B inh with entry 4 → -14%
# KDM5B inh with entry 6 → -8%
# KDM5B inh with entry 8 → -38%
# KDM5B inh with entry 7 → 21%
# KDM5B inh with entry 3 → 8%
# KDM5B inh with entry 10 → 8%

# Excerpt: compounds 3 to 5
cpd	mol	KDM5B inh
3	CCC(OC(=O)c1nn(CC)c(=O)c2ccccc12)C(=O)Nc1cc(C)on1 (configuration not stated)	8%
4	COc1ccc(NC(=O)CSc2nc3ccccc3n2CC(=O)N(C)c2ccc(F)cc2)cc1	-14%
5	NC(=S)NCc1ccc(F)cc1	27%

# Continued:
cpd	mol	KDM5B inh
16	CN1CC(=O)N(C2CCCNC2)Cc2c1ncnc2N1CCN(Cc2ccccc2)CC1 (configuration not stated)	?
17	CNS(=O)(=O)c1ccc(NCCc2ccc(S(N)(=O)=O)s2)c([N+](=O)[O-])c1	-6%
18	O=C1CCC2(C(=O)NCCCN3CCOCC3)CCCC=C2N1c1ccccc1 (configuration not stated)	-14%
19	COCC1CN(C(C)=O)CC12CCN(C(=O)C1CNC1)CC2 (configuration not stated)	-17%
20	COc1ccc(C(=O)Nc2cc3c(cc2C(=O)c2ccc(C)cc2)OCCO3)cc1	0%
21	Cc1cc2oc(=O)cc(CN3CCN(c4ccc(F)cc4)CC3)c2cc1C	12%
22	CC(C)CNc1nc(C(=O)Nc2nnc(C(C)(C)C)s2)cs1	1%
23	O=C(NC1CCC(c2ccccc2)CC1)c1cccc2ncccc12 (configuration not stated)	17%
24	Cn1c(=O)c2c(nc(Br)n2Cc2ccccc2Cl)n(C)c1=O	-2%
25	O=c1[nH]c(C2CCCN(Cc3ccc(C(F)(F)F)cc3)C2)nn1-c1ccccc1 (configuration not stated)	-25%
26	Cc1cc(C)c(-c2cc(C(=O)Nc3cc(C)ccc3C)[nH]n2)c(O)c1	10%
27	O=C(O)COCC(=O)N[C@H]1CCN2C(=O)c3ccc(Cl)cc3NC(=O)[C@H]12	-10%[86.2 µM]
28	O=C(N[C@H]1[C@H](O)[C@H](O)C[C@@H]1c1ccc(N2CCOCC2)nc1)c1ccc2c(c1)OCCO2	?
29	COc1ccc(N2CCN(C(=O)c3cnn(-c4ccc(OC)cc4)c3C3CCN(C(=O)OC(C)(C)C)CC3)CC2)cc1	4%
30	COc1ccc(Nc2cc3c(cn2)CN(Cc2ccncc2)CCN3)cc1OC	-7%[86.2 µM]
31	CC(C)c1cc(N2CCN(CCO)CC2)n2c(nc3ccccc32)c1C#N	i
32	Cc1ccccc1CC(=O)NCc1nnc2ccc(-c3ccccc3)nn12	32µM*
33	Cc1ccc2c(COC(=O)c3cc(S(=O)(=O)N(C)C)ccc3N3CCOCC3)cc(=O)oc2c1	3%
34	CCOC(=O)N1CCC(N2CCCCC(N)C2)CC1 (configuration not stated)	-26%
35	C=CCNC(=O)N[C@H]1CCN2C(=O)c3cc(-c4cccc(C)c4C)ccc3NC(=O)[C@@H]2C1	7%[86.2 µM]
36	Cc1cccc(CS(=O)(=O)CC2Nc3ccc(C(=O)NCc4ccccc4)cc3NC2=O)c1 (configuration not stated)	?
37	CCOC(=O)NCc1ccc(Cl)cc1	17%
38	Fc1ccc2c(c1)nc1n2[C@@H](CNCc2ccccc2)COC1	11%[86.2 µM]
39	Cc1cccc(-c2nnn3c2nc(NCCc2ccc(S(N)(=O)=O)cc2)c2ccccc23)c1	-53%
40	CCOc1ccccc1-n1nnc(-c2nsc(NC(=O)c3ccc(C)cc3)n2)c1C	24%
41	Cc1ccccc1C(=O)c1ccccc1	29%
42	CCc1nc(NC(=O)Cn2nc3c(cc2=O)CCCC3)sc1C	-25%
43	Clc1ccc(-c2csc(NC3CC3)n2)cc1Cl	-3%
44	CCN(C(=O)CC1COc2ccc(C(=O)N(C)C)cc2N1C)C1CC1 (configuration not stated)	-4%
45	N#Cc1ccc(COC(=O)C2(c3ccccc3)CCCC2)cc1	6%

# An excerpt from above in order of the KDM5B inh value, low to high.
no.	canonical_smiles	KDM5B inh
34	CCOC(=O)N1CCC(N2CCCCC(N)C2)CC1 (configuration not stated)	-26%
44	CCN(C(=O)CC1COc2ccc(C(=O)N(C)C)cc2N1C)C1CC1 (configuration not stated)	-4%
43	Clc1ccc(-c2csc(NC3CC3)n2)cc1Cl	-3%
45	N#Cc1ccc(COC(=O)C2(c3ccccc3)CCCC2)cc1	6%
41	Cc1ccccc1C(=O)c1ccccc1	29%

# (cont.)
cpd	mol	KDM5B inh
46	COc1ccc(NS(=O)(=O)c2ccc3c(c2)[C@H]2C=CC[C@H]2[C@@H](c2ccc(C(=O)O)cc2)N3)cc1	?
47	CCN(CCOc1ccc(F)cc1)C(=O)c1cnc(NC(C)C)nc1	28µM*
48	O=C(Nc1ccc(F)cc1)c1ccc[n+]([O-])c1	-6%
49	O=C(C1CCC1)N1CC2CC(C1)[C@H]1CCCC(=O)N1C2 (some centres not stated)	8%
50	Nc1nccnc1C(=O)NCc1ccncc1	?
51	COc1ccc(CCC(=O)N2CCC(N3CC(OC)C34CCOCC4)CC2)cc1 (configuration not stated)	-24%
52	Nc1cccc(OCC2CCCO2)c1 (configuration not stated)	4%
53	COc1ccc(C2c3c(-c4ccccc4O)n[nH]c3C(=O)N2Cc2ccco2)cc1OC (configuration not stated)	3%
54	Cn1ccnc1Sc1nc2c(c(=O)n(C)c(=O)n2C)n1Cc1c(Cl)cccc1Cl	-4%
55	O=C(NCCN1CCOCC1)C1CN(S(=O)(=O)c2ccccc2)CC12CCCCC2 (configuration not stated)	10%
56	CCN1CCC2(Cc3ccccc3CN(C(=O)Cc3ccc(OC)cc3)C2)C1 (configuration not stated)	8%[115 µM]
57	Cc1cc(C)n2nc(C(=O)N/N=C/c3ccco3)nc2n1	5%
58	CC(C)(C)C(=O)N1CCC2(COc3ncccc3[S+](=O)([O-])N2)C1 (configuration not stated)	-1%[149 µM]
59	COc1ccc(-c2nc(SCC(=O)NCC3CCCO3)c(-c3ccc(C)cc3)[nH]2)cc1OC (configuration not stated)	17%
60	NC(N)=Nc1nc(-c2ccc3ccccc3c2)cs1	5%
61	COc1ccc(-c2nnc(C[C@@H]3C[C@@H](C(C)C)[C@H](CN(C)CCc4ccccn4)C=C3C)o2)cc1	?
62	O=C(CC12CC3CC(CC(O)(C3)C1)C2)Nc1ccc2c(c1)Cc1ccccc1-2	3%
63	Cc1ccc(C(C)C)c(OCC(=O)N2CCC(c3nc4ccccc4o3)CC2)c1	5%&-17%
64	CCC(CC)COC(=O)C(C#N)c1nc2ccccc2nc1N1CCN(C)CC1 (configuration not stated)	-30%
65	CCOC(=O)c1cn[nH]c1S(=O)(=O)N1CCCCCCC1	-20%
66	C=CCn1c(Sc2ncccn2)nc2c1c(=O)[nH]c(=O)n2C	-4%
67	COc1ccc(-c2cc(N3CCCN(C(=O)c4ccccc4)CC3)n[nH]2)cc1	-12%
68	FC(F)(F)c1ccc(SCc2nc3ccccc3s2)nc1	14%
69	CCOc1cc(CNc2nn[nH]n2)ccc1OCc1ccccc1Cl	27%
70	O=C(NCCc1csc(-c2ccc(F)cc2)n1)c1cccc(F)c1	-14%
71	CN(Cc1ccc(C(F)(F)F)cc1)C(=O)CCn1cnc2c1c(=O)n(C)c(=O)n2C	20%
72	CCCCNC(=O)c1ccc2c(c1)NC(=O)C(CS(=O)(=O)Cc1ccc(C)cc1)N2 (configuration not stated)	?
73	Cc1cc(C)c(CNC(=O)c2cc(-c3cnn(C)c3)cc3c2OCCN3C)c(=O)[nH]1	32µM*
74	CCOc1ccc(NC(=O)Cn2c(C)cc(=O)n3nc(-c4cccs4)nc23)cc1	-12%
75	CCOC(=O)c1c(C)n(-c2ccccc2)c2ccc(OC(=O)c3c(F)cccc3F)cc12	?
76	Cc1ccc2cc(C(=O)N(C)Cc3ccc(C)o3)[nH]c2c1	-4%
77	O=C(Nc1ccc(F)cc1F)C1(c2cccs2)CCOCC1	8%
78	CCCNC(=O)c1cc2cc(N(C)S(C)(=O)=O)ccc2s1	1%
79	O=C1Nc2ccccc2Oc2cc(Oc3ccccc3)ccc21	9%
80	O=C(NCC(=O)N(Cc1ccsc1)C1CC1)c1ccccc1	19%
81	CC(C)Oc1ccc(C(=O)N2CCN(c3nc4c(F)cc(F)cc4s3)CC2)cc1	-28%
82	COc1cccc(C(=O)N2CCC(N3C[C@H](O)C[C@H]3C(=O)NCc3ccccc3F)CC2)c1	7%
83	CN(C)c1cccc(C(=O)Nc2ccc3c(N4CCOCC4)ncnc3c2)c1	?
84	O=C(NC1CCCC1)N1CC(Oc2ccc(-c3nc(-c4ccccc4)no3)cc2)C1	13%
85	COc1cccc(CNC(=O)c2cc3cccc4c3n2CC(C)S4)c1OC (configuration not stated)	?
86	C=C1CCC2C(C)(C)CCCC2(C)C1CC/C(C)=C\CC/C(C)=N/NC(N)=O (configuration not stated)	14%
87	COc1ccc(C(C)=O)cc1CC(=O)NC(c1ccccc1)c1ccc(C)cc1 (configuration not stated)	14%
88	CSc1nc(C(F)(F)F)cc(=O)[nH]1	22%
89	COCCO[C@H]1C(=O)N(C2CCN(C(=O)CCn3cccn3)CC2)[C@H]1c1ccncc1	-8%
90	Cn1c(=O)c2c(nc(Cl)n2CCOc2ccccc2)n(C)c1=O	12%
91	COc1cccc(/C=C(\C#N)c2ccc(Cl)cc2)c1OC(C)C	8%
92	CN(C)c1cccc(-c2ncc3c(n2)OCCN(c2ccccc2)C3=O)c1	-23%[86.2 µM]
93	CCC1(C(=O)NC2CCCCC2)CCCCC(=O)N1 (configuration not stated)	-6%
94	Cc1ccccc1NC(=O)Cn1c(=O)n(Cc2ccc3c(c2)OCO3)c(=O)c2ccccc21	-1%
95	Cc1ccc(C)c(Cn2cnc3ccccc3c2=O)c1	-1%
96	CCCOP(=O)(OCCC)c1nc(-c2ccccc2)oc1NC	?
97	COCCNC(=O)CN1CN(c2ccccc2)C2(CCN(C(=O)NC3CCCCC3)CC2)C1=O	-17%
98	Cc1ccccc1NC(=O)c1ccc(NC(=O)N2CCSc3ncccc32)cc1	?
99	CC(=O)c1ccc(Nc2ccc3cc(S(=O)(=O)N4CCCC4)ccc3n2)cc1	?
100	C=CCNC(=O)N(CCc1ccccn1)Cc1ccc(F)cc1	-2%
101	CC(C)N1C[C@@H]2C[C@H]1C(=O)N(Cc1ccccc1)c1ccccc1O2	31%[86.2 µM]
102	CCc1ccc(C(=O)c2cn(CC(=O)Nc3ccc(OC)c(OC)c3)c3ccc(C)cc3c2=O)cc1	-29%
103	COc1cccc(N2CCN(C(=O)CN3CCSc4ccc(S(=O)(=O)N(C)C)cc43)CC2)c1	?
104	CC(C)c1noc(-c2cn(C3CCN(C(=O)c4cccc5[nH]ccc45)C3)nn2)n1 (configuration not stated)	22µM*
105	Cc1ccc(C(=O)N2CCC3(C2)C(=O)Nc2ccccc23)cc1 (configuration not stated)	-6%[149 µM]

# (cont.)
cpd	mol	KDM5B inh
106	Cc1oc(-c2ccccc2)nc1C(=O)OC(C)C(=O)NCc1ccccc1 (configuration not stated)	13%
107	O=C(Nc1ccc2nc(SCC(=O)N3CCCc4ccccc43)sc2c1)c1ccc(F)cc1	?
108	CC(c1ccccn1)N(C)Cc1ccc(S(C)(=O)=O)cc1 (configuration not stated)	2%
109	CC(=O)N1CCC(C(=O)Nc2ccc(Br)cc2)CC1	15%
110	O=C1C=C(N2CCCCC2)c2ccccc2C1=O	?
111	O=C(Cc1ccccc1)Nc1ccc(C(=O)Nc2ccc(O)cc2)cc1	-9%
112	COc1ccc(S(=O)(=O)Nc2nc3ccccc3nc2Nc2ccccc2)cc1	-17%
113	CCOC(=O)c1cn[nH]c1S(=O)(=O)N(CC(C)C)CC(C)C	-5%
114	O=C(O)c1ccc(C2CCCN(C(=O)CN3CCc4ccccc4C3)C2)cc1 (configuration not stated)	-3%
115	Cc1c(Cl)cccc1-c1ccc(CNc2ccc3[nH]c(=O)[nH]c3c2)o1	?

# Screening results as filed in PubChem BioAssay.
